Screening results (PubChem)
KCNQ1 inh: inhibitors of human KCNQ1 potassium channel; hit rate 1.3% among 310,000; B-score at 10 µM; CHO-K1 KCNQ1, FluxOR thallium flux fluorescence; active compounds read high;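 active = compounds whose thallium flux B-score, printed positive for inhibition, exceeds three library SD while starting fluorescence stays within three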;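 also: channel opened by potassium depolarization with thallium stimulus after 20 min compound exposure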
ANO1 block: inhibitors of mouse TMEM16A calcium-activated chloride channel | HEK293 TMEM16A/YFP iodide influx fluorescence, ionomycin | normalized B-score (activity score, 25-100; higher = stronger inhibition) at 10 µM | hit rate 1.2% among 310,000;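 active = ratio plate-corrected score three or more library SD toward inhibition, starting fluorescence score within five deviations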;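 also: score derived from kinetic fluorescence span divided by baseline fluorescence per well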
KCNQ1 pot: human KCNQ1 channel potentiation or activation; B-score at 10 µM; P51787; CHO-K1 KCNQ1, thallium flux FluxOR fluorescence; active compounds read high; hit rate 0.35% among 310,000; AID 2648;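 active = fluorescence ratio B-score, a plate-corrected score, at least three library SD, with initial intensity B-score within 5 SD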
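assay system = KCNQ1-transfected CHO-K1 cells | medium = assay buffer with matched DMSO | probe or stimulus = depolarizing K+/Tl+ stimulus, K2SO4 and Tl2SO4 each 12.5 mM in 5x stock | dosing = single dose | incubation = dye 90 min, compound 20 min, room temperature | detection = kinetic FluxOR fluorescence, 10 s baseline plus 110 s post-stimulus | evaluation = ratio B score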
TRPC4 PAM: allosterically enhances the mouse TRPC4 cation channel; AID 2227; hit rate 0.42% among 310,000; HEK293 TRPC4beta/mu-opioid, DAMGO EC20, Fluo-4 Ca2+ flux; active compounds read high; B-score at 10 µM;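 active = B-score of calcium response area above 5 SD of library B-scores, with initial fluorescence ratio within 5 SD of library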;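 also: B-score of integrated fluorescence ratio over time as area under calcium response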
Target sequence (Q9QUQ5 whole entry, looked up): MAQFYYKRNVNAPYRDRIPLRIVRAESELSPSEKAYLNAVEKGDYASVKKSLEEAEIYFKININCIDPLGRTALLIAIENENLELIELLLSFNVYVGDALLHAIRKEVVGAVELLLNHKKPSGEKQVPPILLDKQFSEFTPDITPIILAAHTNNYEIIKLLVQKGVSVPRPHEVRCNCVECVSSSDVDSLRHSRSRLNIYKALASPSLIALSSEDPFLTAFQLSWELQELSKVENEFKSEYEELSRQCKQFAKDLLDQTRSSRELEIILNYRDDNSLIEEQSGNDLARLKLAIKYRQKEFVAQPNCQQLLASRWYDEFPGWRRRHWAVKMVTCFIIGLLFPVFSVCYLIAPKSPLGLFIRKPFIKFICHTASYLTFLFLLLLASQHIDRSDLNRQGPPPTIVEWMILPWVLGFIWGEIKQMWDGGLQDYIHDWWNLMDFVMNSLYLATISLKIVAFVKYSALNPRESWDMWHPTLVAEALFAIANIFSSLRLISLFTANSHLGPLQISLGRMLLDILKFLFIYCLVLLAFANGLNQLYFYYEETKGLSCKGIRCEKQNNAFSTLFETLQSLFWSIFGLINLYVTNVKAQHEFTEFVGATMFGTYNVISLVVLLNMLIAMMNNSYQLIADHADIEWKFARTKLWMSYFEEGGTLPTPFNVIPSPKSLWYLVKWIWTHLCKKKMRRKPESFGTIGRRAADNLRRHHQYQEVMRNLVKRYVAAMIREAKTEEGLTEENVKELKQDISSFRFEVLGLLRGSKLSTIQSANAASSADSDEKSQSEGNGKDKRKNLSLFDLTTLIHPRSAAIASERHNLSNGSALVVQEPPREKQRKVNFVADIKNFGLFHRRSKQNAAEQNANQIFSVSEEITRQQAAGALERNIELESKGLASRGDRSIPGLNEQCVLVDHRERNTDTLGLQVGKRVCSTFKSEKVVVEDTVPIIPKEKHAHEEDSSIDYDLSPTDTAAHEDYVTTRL
Dyrk1A ADPGlo: Dyrk1A (rat) kinase inhibition | Q63470 | ADP-Glo luminescence, NFATc1 peptide | inhibition, % at 12.5 µM | hit rate 0.43% among 310,000; in the data active = inhibition above about 50%;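 also: plate controls were vehicle with enzyme for no effect and no enzyme for full effect; many of its hits are not listed in these tables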
ANO1 activ: activators or potentiators of mouse TMEM16A chloride channel | Q8BHY3 | HEK293 TMEM16A/YFP-H148Q/I152L, iodide quench fluorescence; active compounds read low | B-score at 10 µM | hit rate 0.3% among 340,000 | AID 623877;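 active = fluorescence-ratio B-score plate-corrected deviation score at least 3 library SD below zero, with starting fluorescence score within 5 deviations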;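 also: channel opened by trigger with iodide after compound preincubation; score built on the fluorescence ratio of max minus min over baseline; more negative score means more quench and so TMEM16A activation or potentiation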
TRPC4 agonist: activators of mouse TRPC4 channel; Q9QUQ5; HEK293 TRPC4beta/mu-opioid, Fluo4 calcium fluorescence; active compounds read high; B-score at 10 µM; hit rate 0.49% among 310,000; AID 2237;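 active = B-score above 5 SD of library B-scores, and initial fluorescence ratio not above library mean plus 5 SD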;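 also: positive B-score marks a calcium rise read as TRPC4 activation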
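system = HEK293 cells stably co-expressing mouse TRPC4beta and mu-opioid receptor | schedule = Fluo4 dye loading 45 min at room temperature, 110 s recording | measure = B-scored integrated calcium fluorescence ratio | signal = Fluo4 calcium-sensitive dye fluorescence, kinetic, 1 Hz baseline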
KCNK9 block: inhibitors of human KCNK9 two-pore domain potassium channel. Q9NPC2. HEK293 KCNK9, FluxOR thallium flux fluorescence; active compounds read low. B-score at 10 µM. hit rate 1.2% among 310,000;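 active = ratio B-score over 3 SD below the library mean, with starting fluorescence within 5 SD of its mean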;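 also: negative B-score means less thallium flux so channel inhibition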
hERG protect: shields human hERG channel from block by proarrhythmic agents; Q12809; CHO-hERG, FluxOR thallium flux, dofetilide IC70 present; activation (rescue from dofetilide block), less the hit threshold, % at 10 µM; hit rate 0.51% among 310,000; AID 1511;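 active = activation above the mean of controls blocked by dofetilide plus 5 SD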;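 also: thallium influx through hERG after potassium depolarization seen as dye fluorescence rise; in these data hits start at about 4.7%; inactives centre near -7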
HDAC3 inhib: blocks human histone deacetylase 3; O15379; inhibition, % at 8.3 µM; hit rate 0.15% among 320,000; recombinant HDAC3, fluorogenic peptide/trypsin coupled, fluorescence; in the data active = inhibition above about 26%, passing the limit was not always enough; inconclusive = no clear call, values can overlap the other calls
KCNK3 block: human KCNK3 channel inhibition, primary screen; CHO-KCNK3 thallium flux, FluxOR fluorescence; active compounds read low; B-score at 10 µM; hit rate 0.84% among 340,000; AID 602410;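 active = B-score under library mean minus 4 SD, starting fluorescence ratio at most library mean plus 5 SD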;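 also: more negative B-score means stronger inhibition of thallium flux through KCNK3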
Starred values were filed as active, the others as inactive; i = inactive; ? = inconclusive; / = not tested or not shown.

SMILES | KCNQ1 inh | ANO1 block | KCNQ1 pot | TRPC4 PAM | Dyrk1A ADPGlo | ANO1 activ | TRPC4 agonist | KCNK9 block | hERG protect | HDAC3 inhib | KCNK3 block
Cc1cc(OCc2cc(C(=O)NC3CCC3)no2)cc(C)c1Cl | i | i | i | i | -5.3 | i | i | i | -5.8 | -1.1 | i
O=C(c1cc2nc(-c3ccco3)cc(C(F)(F)F)n2n1)N1CCc2ccccc2C1 | i | i | i | i | -5.6 | i | i | i | -1.2 | / | i
CCC(Sc1nc2ccccc2s1)C(=O)Nc1nnc(C)s1 (configuration not stated) | i | i | i | i | -0.4 | i | i | i | -11.8 | -2.1 | i
C/C(=N/O)c1cccc(N2Cc3ccccc3C2)c1 | i | i | i | i | -2.0 | i | i | i | -10.2 | -3.8 | i
COc1cccc(Oc2ncnc(N)c2[N+](=O)[O-])c1 | i | i | i | i | 2.2 | i | i | i | -2.9 | -2.6 | i
CCOc1ccc(CN2C(=O)c3ccccc3C2=O)cc1C(=O)N1CCC(C(N)=O)CC1 | i | i | i | i | 3.2 | i | i | i | -9.5 | -4.5 | i
COC(=O)/C=c1/sc2nc3ccccc3n2c1=O | i | i | i | i | 11.8 | i | i | i | -7.6 | -3.7 | i
O=C1Nc2ccccc2C1Cc1ccccn1 (configuration not stated) | i | i | i | i | 8.4 | i | i | i | 0.0 | -4.4 | i
Cc1ccc(OCC(=O)N2CCc3ccccc3C2)c(C)c1 | i | i | i | i | 14.1 | i | i | i | -2.5 | -3.5 | i
O=S(=O)(NCc1ccccc1)c1ccc(Cl)c(S(=O)(=O)NCc2ccccc2)c1 | i | i | i | i | 1.7 | i | i | i | -9.4 | 8.1 | i
CCC(CC)C(=O)c1c[nH]c(C(=O)NCc2cccnc2)c1 | i | i | i | i | / | i | i | i | -8.2 | 5.9 | i
O=C(c1cccc([N+](=O)[O-])c1)N1CCN(c2ccccn2)CC1 | i | i | i | i | -0.1 | i | i | i | -10.3 | -1.9 | i
CC1Cc2cc(/C(O)=C3/C(=O)C(=O)N(CCN4CCOCC4)C3c3ccc([N+](=O)[O-])cc3)ccc2O1 (configuration not stated) | i | i | i | i | -9.0 | i | i | i | -4.7 | 9.6 | i
COc1ccccc1CC(NC(C)=O)C(=O)NC1CCN(C(=O)c2ccc([N+](=O)[O-])cc2)CC1 (configuration not stated) | i | i | i | i | -4.5 | i | i | i | -5.4 | -2.1 | i
O=C(COc1ccc2ccccc2c1)NNC(=O)c1cnccn1 | i | i | i | i | -2.3 | i | i | i | -4.2 | -1.0 | i
O=C(O)Cc1ccc(N=Nc2c(O)c(C(=O)O)cc3ccccc23)cc1 | i | i | i | i | 34.9 | i | i | i | -3.6 | 4.9 | i
COc1ccc(/C=N/NC(=O)c2cccc(Br)c2)cc1Cn1cc(Cl)cn1 | i | i | i | i | -2.8 | i | i | i | -9.6 | 1.1 | i
CCCCCCOc1ccc(C(CC(N)=O)C(=O)O)cc1 (configuration not stated) | i | i | i | i | -2.0 | i | i | i | -5.2 | 4.2 | i
Cn1c(SCC(=O)N2CCOCC2)nnc1-c1ccc(Cl)cc1Cl | i | i | i | i | 0.9 | i | i | i | -11.2 | 0.9 | i
O=C(CCc1ccccc1)N1CCN(c2ccc(F)cc2)CC1 | i | i | i | i | -6.6 | i | i | i | -17.8 | 3.4 | i
CCC1OC23CCCCC2C(C#N)(C(=N)O3)C1(C#N)C#N (configuration not stated) | i | i | i | i | -0.4 | i | i | i | -7.4 | -15.5 | i
CCOC(=O)c1cc2occc2n1CC(=O)N1CCN(C(=O)c2ccco2)CC1 | i | i | i | i | -3.2 | i | i | i | -3.7 | -2.9 | i
O=C(NC(=S)Nc1ccc(Cl)c(C(=O)O)c1)c1cccc(COc2ccccc2)c1 | i | i | i | i | -4.9 | i | i | i | -19.1 | 9.7 | i
COc1ccc(Nc2oc(COc3ccccc3F)nc2C#N)cc1 | i | i | i | i | 14.3 | i | i | -7.95* | -9.6 | -3.8 | i
N/N=C(\c1ccccc1)c1cc(Cl)ccc1N | i | i | i | i | 0.4 | i | i | i | -7.5 | 5.0 | i

Limited to HDAC3 inhib, TRPC4 PAM and KCNK9 block, for four of the compounds above:
SMILES | HDAC3 inhib | TRPC4 PAM | KCNK9 block
O=C(COc1ccc2ccccc2c1)NNC(=O)c1cnccn1 | -1.0 | i | i
O=C(O)Cc1ccc(N=Nc2c(O)c(C(=O)O)cc3ccccc23)cc1 | 4.9 | i | i
COc1ccc(/C=N/NC(=O)c2cccc(Br)c2)cc1Cn1cc(Cl)cn1 | 1.1 | i | i
CCCCCCOc1ccc(C(CC(N)=O)C(=O)O)cc1 (configuration not stated) | 4.2 | i | i

Next part:
SMILES | KCNQ1 inh | ANO1 block | KCNQ1 pot | TRPC4 PAM | Dyrk1A ADPGlo | ANO1 activ | TRPC4 agonist | KCNK9 block | hERG protect | HDAC3 inhib | KCNK3 block
Cc1ccc(OCc2nc(-c3ccccc3)no2)c(C)c1 | i | i | i | i | 0.2 | i | i | i | -5.6 | 0.9 | i
O=C(NCCCN1CCOCC1)c1cccc(S(=O)(=O)NCc2ccccc2)c1 | i | i | i | i | / | i | i | i | -17.3 | 0.4 | i
Oc1ccc(-c2nc(=S)[nH][nH]2)cc1 | i | i | i | i | 48.8 | i | i | i | -6.7 | 9.1 | i
O=C(CCC(=O)OCC(=O)c1ccc([N+](=O)[O-])cc1)Nc1ccccc1Cl | i | i | i | i | -12.0 | i | i | i | -2.6 | 4.5 | i
Cn1c(CNC(=O)C2CCCCC2)cc2ccccc21 | i | i | i | i | -2.2 | i | i | i | -1.9 | 2.7 | i
COc1cccc(-c2nc(CS(=O)(=O)CC(=O)NCCN3CCOCC3)c(C)o2)c1 | i | i | i | i | -1.5 | i | i | i | -7.6 | -4.2 | i
Cc1cccc(S(=O)(=O)Nc2ccc(-c3cn4ccccc4n3)cc2)c1 | i | i | i | i | -2.0 | i | i | i | -11.4 | 4.3 | i
N#Cc1c(-c2cccs2)nc(SCc2ccc(Cl)cc2)[nH]c1=O | 8* | / | i | 15* | -3.2 | i | i | i | -11.9 | / | i
Cc1cc(C)c(C)c(OCCn2ccnc2)c1 | i | i | i | i | 2.1 | i | i | i | -8.7 | -9.1 | i
CN(Cc1ccccc1)C(=O)c1nn2cccnc2c1Cl | i | i | i | i | 0.2 | i | i | i | -4.0 | ? | i
CC(=O)c1cccc(NC(=O)C(C)OC(=O)Cc2c[nH]c3ccccc23)c1 (configuration not stated) | i | i | i | i | 9.7 | i | i | i | -18.9 | ? | i
O=C(Nc1nc2ccccc2n1CCN1CCCCC1)C1CCCCC1 | i | 25* | i | i | -0.6 | i | i | i | -6.3 | 4.0 | i
O=C(OCCOc1ccccc1)c1n[nH]c2ccccc12 | i | i | i | i | 27.5 | i | i | i | -10.2 | -6.7 | i
O=C(Cn1ncc2c(=O)oc3ccccc3c21)N1CCC(N2CCCCC2)CC1 | i | i | i | i | 7.8 | i | i | i | -6.3 | 4.2 | i
COc1ccc(N2CC(C(=O)Nc3nccs3)CC2=O)cc1 (configuration not stated) | i | i | i | i | -2.1 | i | i | i | -6.7 | -0.6 | i
Cc1ccc(SCCNC(=S)Nc2ccc(C)c(C)c2)cc1 | 8* | 100* | i | i | 11.7 | i | i | i | -17.1 | -0.3 | i
CCCCN1C(=O)C2NN=C(C(=O)OC)C2C1=O (configuration not stated) | i | i | i | i | -0.1 | i | i | i | -6.6 | 10.2 | i
Cc1ccc(S(=O)(=O)N2CCCC2CO)cc1 (configuration not stated) | i | i | i | i | -4.5 | i | i | i | 0.2 | 1.2 | i
O=C(NN1C(=O)C2C3C=CC(O3)C2C1=O)c1cccc(Br)c1 (configuration not stated) | i | i | i | i | -3.7 | i | i | i | -6.0 | -1.9 | i
CC(=O)N1CCc2cc(S(=O)(=O)Nc3cccc(C(F)(F)F)c3)ccc21 | i | 25* | i | i | -2.7 | i | i | i | -0.5 | 6.7 | i
CCCCCCn1c(N2CCN(c3ccccc3)CC2)nc2c1c(=O)n(C)c(=O)n2C | i | i | i | 94* | 2.7 | i | i | -8.53* | -22.9 | 7.6 | i
Cc1cccc(NC(=O)N2C3CCCC2CC(NC(=O)C2CC2)C3)c1 (configuration not stated) | i | i | i | i | -1.2 | i | i | i | -4.9 | -4.7 | i
C/C(CC(=O)Nc1ccccn1)=N\NC(=O)c1ccccc1 | i | i | i | i | / | / | i | i | -7.3 | -2.5 | /
CCn1nc(C)c(NC(=O)c2cnn3c(C(F)F)cc(-c4ccccc4)nc23)c1C | i | i | i | i | -1.6 | i | i | i | -12.9 | -1.9 | i
Cc1cccc(C)c1OCc1cc(C(=O)NCC2CC2)no1 | i | i | i | i | 5.9 | i | i | i | -6.6 | 0.1 | i
CCOc1ccccc1NC(=O)CN1CCC(C(=O)c2ccc(F)cc2)CC1 | i | i | i | i | 10.9 | i | i | -7.07* | -4.8 | 7.9 | i
Cn1nnnc1SCC(=O)Nc1ccc(N2CCOCC2)cc1 | i | i | i | i | -3.4 | i | i | i | -7.3 | -0.1 | i
O=C(Cc1ccc(Br)cc1)Nc1ccc(S(=O)(=O)N2CCCC2)cc1 | i | i | i | i | 0.6 | i | i | i | -7.2 | 11.0 | i
CCCCCOc1ccc(C(=O)NC(C(=O)O)C(C)C)cc1 (configuration not stated) | i | i | i | i | -5.7 | / | i | i | -7.8 | 1.9 | i
CC1CC(CC(=O)Nc2nc(-c3ccccc3)cs2)C(=O)O1 (configuration not stated) | i | i | i | i | -40.7 | i | i | i | -12.5 | 6.3 | i

Arranged by value in Dyrk1A ADPGlo (smallest number first): 3 of the compounds above
molecule,KCNQ1 inh,KCNQ1 pot,TRPC4 PAM,Dyrk1A ADPGlo,ANO1 activ,TRPC4 agonist,KCNK9 block,HDAC3 inhib,KCNK3 block
COc1cccc(-c2nc(CS(=O)(=O)CC(=O)NCCN3CCOCC3)c(C)o2)c1,i,i,i,-1.5,i,i,i,-4.2,i
CN(Cc1ccccc1)C(=O)c1nn2cccnc2c1Cl,i,i,i,0.2,i,i,i,?,i
O=C(Cc1ccc(Br)cc1)Nc1ccc(S(=O)(=O)N2CCCC2)cc1,i,i,i,0.6,i,i,i,11.0,i

A portion of the library, so the mix of outcomes need not match the whole.
